Assay outcomes: PubChem BioAssay, National Center for Advancing Translational Sciences (NCATS)
D2 antag – antagonizes the human D2 dopamine receptor. P14416. HEK293 TREx D2 cells, calcium flux, dopamine EC80. inhibition, % at 10 µM. 2% of 340,000 active. AID 485344; in the data active means inhibition above about 30%; further: 0% is about no effect
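HEK293 T-REx D2 cells, tet-induced, calcium dye no-wash. Cpd pintool add, 180 s kinetic, then EC80 DA, 180 s kinetic. Ca flux read.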
TrxR1 inh – blocks rat thioredoxin reductase 1. O89049. recombinant rTrxR1, NADPH fluorescence consumption, selenite substrate. Potency, µM (highest dose often 114 µM), for the others: at the highest dose activity change, negative = inhibition, hits mostly inhibitors. 1% of 390,000 active; further: potency means the concentration at half of the fitted maximal effect; on the % scale 0 is the no-effect control and ±100 the full control effect; nearly all actives have a fitted effect of over 65% in size
Target sequence (O89049 whole entry, looked up): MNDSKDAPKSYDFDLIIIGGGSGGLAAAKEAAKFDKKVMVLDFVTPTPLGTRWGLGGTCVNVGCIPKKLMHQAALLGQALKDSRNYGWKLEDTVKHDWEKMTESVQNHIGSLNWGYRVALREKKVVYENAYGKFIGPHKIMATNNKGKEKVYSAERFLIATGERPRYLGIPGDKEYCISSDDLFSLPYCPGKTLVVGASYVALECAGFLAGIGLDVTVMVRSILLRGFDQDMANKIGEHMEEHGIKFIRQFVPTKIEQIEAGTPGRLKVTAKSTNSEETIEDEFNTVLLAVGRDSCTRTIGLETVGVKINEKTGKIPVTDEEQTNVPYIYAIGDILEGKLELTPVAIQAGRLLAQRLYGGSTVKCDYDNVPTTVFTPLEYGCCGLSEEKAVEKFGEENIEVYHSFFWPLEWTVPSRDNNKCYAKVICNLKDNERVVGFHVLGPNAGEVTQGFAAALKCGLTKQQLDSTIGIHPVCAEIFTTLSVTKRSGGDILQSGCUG
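Rat TrxR1 (90 nM in the dispensed reagent) was pre-reduced with 400 uM NADPH for 5 min at room temperature, then incubated with compound for 15 min. After 400 uM selenite was added, NADPH fluorescence (Ex 340/Em 450 nm) was followed for 8 min.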
PI4K2A inh – inhibitors of human PI4K2A | Q9BTU6 | purified PI4K2A, ADP-Glo luminescence, 1 h; active compounds read low | activity change, negative = inhibition, % at 76.9 µM | 0.13% of 420,000 active | AID 1346378; in the data active means activity change below about -50%; inconclusive means mostly about -30% to -49%;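 further: -100% = wells without enzyme as full effect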
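ADP-Glo luminescence measured ADP generated by PI4K2A enzyme (4 ug/mL before mixing) with 1.2 mM PI substrate (pre-mix) and 300 microM ATP (pre-mix). Tris pH7.5 buffer with MgCl2, Triton X-100; 1 h reaction at ambient temperature.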
IDH1 R132H inh – inhibitors of human mutant IDH1 R132H; O75874; IDH1-R132H enzyme, NADPH consumption, diaphorase/resazurin fluorescence; 0.093% of 390,000 active; Potency, µM (doses to about 76.6 µM), for inactives: at the highest dose activity change, negative = inhibition, actives largely listed as inhibitors; further: potency means the concentration at half of the fitted maximal effect; on the % scale 0 is the no-effect control and ±100 the full control effect; nearly all actives have a fitted effect of over 65% in size
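IDH1-R132H (0.5 ug/mL) preincubated 30 min with compound, then NADPH (0.016 mM) and alpha-KG (2 mM) added; 80 min at RT, pH 7.5. Remaining NADPH coupled via diaphorase/resazurin to fluorescence (540/590 nm); concentration-response curves normalized to no-enzyme control.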
USP1-UAF1 inh – USP1/UAF1 (human) deubiquitinase inhibition; O94782; recombinant USP1/UAF1, Ub-Rhodamine cleavage fluorescence; Potency, µM (doses to about 57.1 µM), inactives show at the highest dose activity change, negative = inhibition, usual class: inhibitors; 0.23% of 390,000 active; further: potency means the concentration at half of the fitted maximal effect; on the % scale 0 is the no-effect control and ±100 the full control effect; nearly all actives have a fitted effect of over 60% in size; inactives centre near -12
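USP1/UAF1 complex (1 nM) preincubated 15 min at room temperature with compound, then Ub-Rho substrate (150 nM final) added. Kinetic fluorescence at 480/540 nm over 6 reads at 60 s intervals; 50 mM HEPES pH 7.8, 0.5 mM EDTA, 0.1 mg/ml BSA, 1 mM TCEP, 0.01% Tween-20.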
D2 agonist – activates the human D2 dopamine receptor; P14416; HEK293 T-REx D2 cells, calcium flux agonist mode; activation, % at 2 µM; 0.53% of 340,000 active; AID 485358;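 active means activation over 3 SD above normal in the single-dose calcium agonist read, cut at about 30% in these data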; further: 0% is about no effect
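Calcium-flux readout, 1 cycle/sec over 180 s following compound pin transfer, in inducible HEK293 Trex D2 cells (force-coupled); dopamine controls included. Positive calcium responses during this window marked compounds as potential agonists.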
TRHR enhancer – allosteric enhancers of human TRH receptor; 0.66% of 360,000 active; enhancement, % at 2 µM; AID 493056; P34981; TRHR cells, fluo-8 calcium fluorescence, EC20 TRH enhancement; in the data active means enhancement above about 30%; further: 0% is about no effect
Target sequence (P34981 whole entry, looked up): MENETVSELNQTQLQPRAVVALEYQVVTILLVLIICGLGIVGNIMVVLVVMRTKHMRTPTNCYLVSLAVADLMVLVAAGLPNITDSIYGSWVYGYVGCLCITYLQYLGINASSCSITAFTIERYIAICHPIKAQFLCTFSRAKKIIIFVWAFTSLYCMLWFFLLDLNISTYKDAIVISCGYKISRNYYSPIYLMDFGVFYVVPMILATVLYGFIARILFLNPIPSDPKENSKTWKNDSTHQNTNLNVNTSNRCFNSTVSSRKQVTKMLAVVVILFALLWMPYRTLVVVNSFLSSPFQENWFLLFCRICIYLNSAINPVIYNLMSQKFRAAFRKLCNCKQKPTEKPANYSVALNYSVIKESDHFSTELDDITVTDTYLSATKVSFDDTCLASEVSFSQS
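TRHR-expressing cells loaded with fluo-8 calcium dye were read kinetically (ex 480/em 530) during compound addition, then stimulated with an EC20 of TRH (10 nM final). Enhancement of the Gq-mediated intracellular calcium response was scored.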
TRHR ag – TRH receptor (human) agonism. P34981. TRHR cells, calcium flux fluo-8, FDSS agonist mode. activation, % at 2 µM. 0.18% of 360,000 active. AID 493084; in the data active means activation above about 30%; further: 0% is about no effect
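TRHR-expressing cells, plated overnight in medium with 10% serum, were loaded with fluo-8 calcium dye at room temperature. After a 10 s baseline, library compound was pin-added and calcium release was recorded kinetically (ex 480/em 530) as agonist response.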
TrxR1 substrate – is turned over as a substrate by rat TrxR1 | AID 588456 | Potency, µM (highest dose often 114 µM), for the others: at the top dose activity change, negative = substrate turnover | 0.01% of 390,000 active | purified TrxR1 substrate turnover, NADPH consumption readout; further: potency means the concentration at half of the fitted maximal effect; on the % scale 0 is the no-effect control and ±100 the full control effect; nearly all actives have a fitted effect of over 50% in size
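Rat TrxR1, dispensed at 90 nM, was prereduced with 400 uM NADPH (final) for 5 min at ~22 deg C, then incubated with compound 15 min before 400 uM selenite. A first-read NADPH fluorescence drop versus no-compound background flagged substrates.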
An asterisk follows results filed as active; ? = inconclusive; . = no result given; [ ] = dose if it differs, or a comment. Unless noted, the call rests on the fitted dose curve; in most records, active means well fitted inhibition curve with a large enough effect; inconclusive means small, poorly fitted or top-dose-only effect; inactive means no such curve, though single readings can be large or run the other way.

SMILES	D2 antag	TrxR1 inh	PI4K2A inh	IDH1 R132H inh	USP1-UAF1 inh	D2 agonist	TRHR enhancer	TRHR ag	TrxR1 substrate
Cc1cc(NC(=O)CSCC(=O)N2CCN(c3cccc(C(F)(F)F)c3)CC2)no1	3	0%	-7	5%	-21%	0.5	2	-1.4	-5%
CCN(CC)S(=O)(=O)c1cc(NC(=O)COC(=O)c2c(C)noc2C)ccc1C	-12	-12%	-2	0%	2%	-0.5	-4	-0.1	-13%
COc1cccc(-c2ccc3c(N)c(C(=O)Nc4ccccc4C)sc3n2)c1	.	16%[57.1 µM]	-1	0%	-35%	0.5	1	0.5	4%[57.1 µM]
O=C(c1cc2c(s1)-c1ccccc1OC2)N1CCN(c2ccccc2F)CC1	.	34%	-2	7%	-7%	0.5	3	0.3	31%[activator]
Cc1ccccc1OCCSc1nnc(-c2ccc([N+](=O)[O-])cc2)o1	.	36%	-6	.	-20%	-1.1	16	-0.3	19%
Cc1[nH]nc2c1C(c1cccc(OC(=O)N3CCOCC3)c1)C(C#N)=C(N)O2 (centres undefined)	7	-4%[57.1 µM]	-2	2%	-13%	0.6	1	0.2	5%[57.1 µM]
N#Cc1ccc(COC(=O)c2ccccn2)cc1	-12	.	.	.	.	0.3	0	-1.1	.
Cc1ccc(NC(=O)C2=CC(c3ccc4c(c3)OCO4)=NS(=O)(=O)N2C)cc1	.	16%	2	20%	-21%	1.7	3	0.6	0%
O=C(c1cccc(S(=O)(=O)N2CCOCC2)c1)N1CCN(S(=O)(=O)c2cccc([N+](=O)[O-])c2)CC1	8	8%	3	1%	-15%	0.3	-3	-0.1	-1%
Cc1ccc(-c2nc3cc(C)ccc3o2)cc1	-2	1%	-24	11%	-26%	-0.7	4	1.4	25%
CCCN(Cc1cc2cccc(C)c2[nH]c1=O)S(C)(=O)=O	-2	26%	-2	2%	-16%	-1.0	7	-0.3	12%
Cc1nc2scc(C)n2c(=O)c1S(=O)(=O)N1CCN(c2ccccn2)CC1	2	-5%	0	6%	-5%	-2.1	-4	-1.0	-10%
CCSc1ncc(/C=N/Nc2ccccc2)n1C	20	16%[57.1 µM]	6	0%	-10%	-0.4	1	0.0	-18%
Cc1sc2c(c1C)CN(CCN1CCOCC1)CN2C(=O)c1ccccc1	1	13%	3	-8%	-22%	-0.3	-2	-0.3	3%
O=C(c1ccccc1)c1cc(-c2ccccn2)c(N2CCOCC2)s1	.	20%	-1	6%	-14%	.	-8	0.0	2%[0.457 µM]
CCOc1ccc(C2c3c(oc4ccc(C)cc4c3=O)C(=O)N2CCCN2CCOCC2)cc1 (centres undefined)	.	5%[57.1 µM]	-6	-4%	8%	-0.7	0	0.3	-1%[57.1 µM]
Cc1ccnc(NC(=O)c2c(O)c3ccccc3n(C)c2=O)c1	2	.	.	.	.	0.2	-1	-0.3	.
CCOc1ccc2nc(NC(=O)CS(=O)(=O)c3ccccc3)sc2c1	1	-1%	-3	7%	-16%	-0.5	2	-0.6	2%
Cc1ccc(NC(=O)CSc2ncccn2)c([N+](=O)[O-])c1	3	9%[57.1 µM]	2	1%	-13%	0.7	7	-0.8	2%[57.1 µM]
O=C(O)c1ccccc1C(=O)Nc1ccc(S(=O)(=O)NC2CCCCC2)cc1	-2	6%[57.1 µM]	3	-1%	-22%	2.1	1	-0.1	6%[57.1 µM]
CCCC(C(=O)NCC1CCCO1)N(Cc1ccco1)C(=O)CNS(=O)(=O)c1ccccc1 (centres undefined)	-24	16%[57.1 µM]	1	7%	-2%	0.2	-10	0.0	-6%
Cc1cc(NS(=O)(=O)c2ccc(C3CCCCC3)cc2)no1	.	14%	0	7%	-8%	.	-1	-0.1	7%
Cc1cc(-n2cnc(-c3cn[nH]c3C)n2)no1	14	31%	3	9%	-14%	0.5	5	0.9	7%
Cc1cc(NC(=O)CSc2[nH]c(=O)cc(C(F)(F)F)c2C#N)no1	17	-4%	2	-6%	-18%	-0.2	3	-1.3	-1%
CCCc1sc(N2CCCC(C(N)=O)C2)nc1-c1ccccc1 (centres undefined)	-9	3%	-4	4%	-25%	0.9	6	-0.6	-4%
CCCOc1ccc(Cl)cc1CNc1ccccc1	-17	20%	6	8%	-20%	1.1	-7	-0.2	4%
Cc1cccc(C)c1OCC(=O)NNC(=O)c1ccoc1C	-8	1%	-1	2%	1%	0.0	1	-0.2	-5%
CC1=CC(=O)OC1Cc1ccncc1 (centres undefined)	2	3%[57.1 µM]	-2	-4%	-14%	0.4	-4	-0.3	7%[57.1 µM]
COCCN1C(=S)NC(c2cccc(C(F)(F)F)c2)C(C(=O)N2CCOCC2)=C1C (centres undefined)	4	14%[57.1 µM]	2	-3%	-19%	1.0	3	-0.1	1%[57.1 µM]
Cc1ccc2nc3ccc(N4CCN(C)CC4)nn3c(=O)c2c1	-3	-6%	-13	3%	-18%	-0.7	-2	-0.1	29%
COc1ccc(NC(=O)c2cc3c(COC(C)=O)cnc(C)c3oc2=Nc2cccc(C(=O)O)c2)c(OC)c1	7	13%	-5	-15%	-11%	0.6	1	-0.6	3%[57.1 µM]
C=C(C)CN(CC)C(=O)CSc1ccc(S(=O)(=O)N2CCN(C)CC2)cn1	3	6%	0	8%	-13%	-0.5	-3	0.4	-1%
Cc1cc2cc3c(cc2nc1SCC(=O)Nc1ccccc1)CCC3	.	4%	-1	1%	-6%	.	.	.	7%
C=CCNC(=O)c1c(N)n(-c2ccc3c(c2)OCO3)c2nc3ccccc3nc12	-14	0%	-4	0%	-16%	0.5	-2	0.4	5%
COc1ccc(C)cc1Nc1nc(-c2ccccc2O)nc2ccccc12	-2	12%	1	-1%	-15%	-0.3	3	0.1	-8%
CN(C)/C=C1\C(=O)Oc2ccccc2C1=O	.	25%	2	9%	-8%	.	.	.	-2%
CCN(CC)c1nc2c3c(nc4c(c3c1C#N)CC(=O)N4c1ccc(Cl)cc1)NC(C)=N2	-3	-34%	0	4%	-15%	0.3	3	0.0	4%
COCCNc1ccc([N+](=O)[O-])cc1C(=O)Nc1cccc(C)n1	9	10%[57.1 µM]	-1	10%	-6%	0.2	14	-1.0	-18%[57.1 µM]
O=C(NCc1ccc(Cl)cc1Cl)c1ccc2nc[nH]c2c1	2	-3%	1	-6%	-9%	-1.3	17	-1.5	-1%
CC(OC(=O)CN1C(=O)c2ccccc2C1=O)C(=O)NC1CCCCC1 (centres undefined)	-26	11%	2	-4%	-11%	0.0	9	0.2	1%
O=C(CSc1n[nH]c(=O)[nH]c1=O)Nc1ccc(C(=O)O)cc1	11	39%[activator]	-5	5%	-25%	0.3	0	0.2	12%
CN(C(=O)CCN1C(=O)C2C3C=CC(C3)C2C1=O)c1ccccc1 (centres undefined)	2	13%	1	-5%	-17%	-0.4	-3	0.3	5%
O=C(c1ccco1)N1CCCC(c2nc3c(nnn3Cc3ccc(F)cc3)c(=O)[nH]2)C1 (centres undefined)	1	4%	1	-4%	2%	-2.5	4	0.3	-3%
CCOc1ccc(/C(CCC(=O)O)=N/NC(=S)NCCc2ccccc2)cc1	1	-4%[57.1 µM]	4	5%	-12%	-0.8	11	-1.0	-4%[57.1 µM]
O=C(NC1CC1)c1ccc2c(c1)C1C3CCC(C3)C1C(c1ccccc1)N2 (centres undefined)	-4	-7%	-5	-2%	-1%	-0.1	-18	-0.3	-6%
Cc1cccn(Cc2c(F)cccc2Cl)c1=O	-8	-4%[57.1 µM]	0	2%	-14%	-0.7	-5	1.2	7%[57.1 µM]
NC(=O)[C@@H]1CC2(CC(c3cccc(NC(=O)COc4ccc(Cl)cc4)c3)=NO2)CN1C(=O)c1ccccc1 (some centres undefined)	-10	11%[57.1 µM]	1	-12%	-30%	0.3	7	0.4	-2%[57.1 µM]
COc1ccc(OC)c(S(=O)(=O)N(C)CC(=O)N2CCOCC2)c1	6	-19%	-1	-1%	-12%	0.3	9	-0.2	-13%
COc1ccccc1CNC(=O)c1ccccc1C(=O)NC(CC(C)C)C(=O)NCc1ccccc1OC (centres undefined)	-7	21%[57.1 µM]	3	-2%	-30%	0.5	-17	-2.2	7%[57.1 µM]
Cc1ccc(CC(NC(=O)c2ccccc2)C(=O)NC(Cc2ccccc2)C(=O)O)cc1 (centres undefined)	10	19%[57.1 µM]	2	-1%	?	-0.7	-3	0.2	4%
Cc1cccc(NC(=O)Cn2c(=O)ccc3cc(S(=O)(=O)N4CCCC4)ccc32)c1C	.	23%[57.1 µM]	-3	-4%	-30%	0.5	-1	0.1	1%[57.1 µM]
Cn1c(SCC(=O)N2CCOCC2)nnc1-c1ccco1	-1	-5%[57.1 µM]	4	3%	-14%	0.4	2	1.1	4%[57.1 µM]
CNC(=S)Nc1cccc(Cl)c1C	6	-5%	-1	-10%	-12%	0.4	-4	-0.2	-2%

Given as labelled records: entries from further up.
> COc1ccccc1CNC(=O)c1ccccc1C(=O)NC(CC(C)C)C(=O)NCc1ccccc1OC (centres undefined)
  D2 antag: -7 | TrxR1 inh: 21%[57.1 µM] | PI4K2A inh: 3 | IDH1 R132H inh: -2% | USP1-UAF1 inh: -30% | D2 agonist: 0.5 | TRHR enhancer: -17 | TRHR ag: -2.2 | TrxR1 substrate: 7%[57.1 µM]
> COc1ccc(OC)c(S(=O)(=O)N(C)CC(=O)N2CCOCC2)c1
  D2 antag: 6 | TrxR1 inh: -19% | PI4K2A inh: -1 | IDH1 R132H inh: -1% | USP1-UAF1 inh: -12% | D2 agonist: 0.3 | TRHR enhancer: 9 | TRHR ag: -0.2 | TrxR1 substrate: -13%

Not a hit list, and some 3.9% of all compounds hit somewhere here.
